Source: PubChem BioAssay (Sanford-Burnham Center for Chemical Genomics)
NALP3 yeast inh: NALP3 inhibition in yeast. inhibition, % at 10 µM. Yeast reconstituted NLRP3/ASC/caspase-1, beta-gal luminescence, 24 h. AID 2825. 0.39% of 330,000 active;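 active means inhibition of 50% or more; inactive means inhibition below 50%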;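 further: plate controls were induced DMSO wells for no effect and uninduced yeast grown without galactose for full effect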
APJ ag: activates the human apelin receptor APJ; AID 2520; P35414; CHO-K1 APJ PathHunter beta-arrestin, luminescence; 0% DMSO wells, 100% apelin; 0.11% of 330,000 active; activation, % at 20 µM;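 active means activation more than six SD over the plate average, tested at 20 µM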;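 further: 0% = DMSO alone and 100% = apelin-13 at 10 nM; some results filed as inactive read as strong as hits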
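Assay system – PathHunter CHO-K1 APJ (AGTRL-1) beta-arrestin reporter cells · Compound – one dose, 20 µM compound, 1% DMSO · Timing – compound 90 min 25 °C, reagent 1 h · Measured by – luminescence from split beta-galactosidase complementation, Galacton Star/Emerald II substrate · Measure – beta-arrestin recruitment to APJ as agonist activity, luminescent signal · Benchmarks – DMSO vs Apelin-13 10 nM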
UPR XBP1 act: adaptive UPR (XBP1) activation; 0.33% of 330,000 active; activation, % at 20 µM; CHO-XBP1 luciferase reporter, IRE1-XBP1 UPR activation, luminescence; percent of tunicamycin response, DMSO as zero;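 active means versus positive control, 20 µM dose yields 30% or more activation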;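 further: 100% = tunicamycin at 10 µg/mL and 0% = DMSO only wells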
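Assay system: IRE1-XBP1 luciferase reporter CHO line. Input: 1000 cells/well. Buffer or medium: F12 with 10% serum. Doses: 20 µM, 1% DMSO. Times: overnight seeding at 37 °C, 6 h compound treatment at 37 °C. Technique: Steady-Glo luciferase glow luminescence, 10 min after reagent addition.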
tim23-1 inh: tim23-1 yeast growth inhibition; inhibition, % at 20 µM; S. cerevisiae tim23-1 growth, BacTiter-Glo luminescence, 24 h; 1.3% of 330,000 active;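 active means growth inhibition of the mutant yeast at or above 50%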;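 further: temperature-sensitive mutant grown at 25 °C; plate controls were DMSO-treated mutant yeast for no effect and medium wells lacking yeast for full effect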
NR3A LBD binder: NR3A (human) ligand-binding domain modulation; NR3A LBD differential scanning fluorimetry, Tm shift; 0% = protein alone, 100% = glycine-bound protein; Tm shift relative to glycine control, % at 25 µM; 2.5% of 340,000 active;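 active means melting temperature shift of at least 10% of the positive control shift, at one fixed dose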
UPR CHOP act: apoptotic UPR (CHOP) activation; CHO-CHOP luciferase reporter, luminescence; percent of tunicamycin response over DMSO baseline; activation, % at 10 µM; 0.34% of 330,000 active;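 active means at 10 µM dose, activation of 40% or more, normalized to positive control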;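 further: 100% = tunicamycin at 10 µg/mL and 0% = DMSO alone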
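Material: CHO-CHOP cells, stable luciferase reporter of PERK-eIF2a-CHOP signalling; quantity: 500 reporter cells seeded per well; buffer or medium: F12 medium containing 10% fetal bovine serum; compound: one dose, 10 µM in 0.5% DMSO; incubation: 6 h compound treatment, 37 °C; measured by: Steady-Glo luciferase luminescence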
Mdm2 MdmX PPI: inhibitors of human Mdm2/MdmX interaction. inhibition, % at 8 µM. SaOS-2 split-luciferase Mdm2/MdmX complementation, luminescence. O15151+Q00987. 3% of 330,000 active;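 active means inhibition of at least 50% at 8 µM in the primary screen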
Target sequence (O15151 whole entry, looked up): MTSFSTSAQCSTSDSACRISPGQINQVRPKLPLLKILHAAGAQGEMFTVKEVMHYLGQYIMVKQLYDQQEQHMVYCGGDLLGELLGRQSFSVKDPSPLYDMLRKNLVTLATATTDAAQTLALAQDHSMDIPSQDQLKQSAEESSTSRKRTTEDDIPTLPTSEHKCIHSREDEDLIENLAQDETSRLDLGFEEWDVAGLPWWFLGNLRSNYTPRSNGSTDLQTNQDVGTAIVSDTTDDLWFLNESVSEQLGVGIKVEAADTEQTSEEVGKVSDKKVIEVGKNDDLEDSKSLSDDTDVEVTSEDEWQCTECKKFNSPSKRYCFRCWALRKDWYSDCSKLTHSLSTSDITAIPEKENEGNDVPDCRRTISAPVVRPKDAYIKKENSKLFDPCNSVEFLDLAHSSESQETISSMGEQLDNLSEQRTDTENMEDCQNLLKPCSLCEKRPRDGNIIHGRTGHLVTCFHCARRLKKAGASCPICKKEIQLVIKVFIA
Target sequence (Q00987 whole entry, looked up): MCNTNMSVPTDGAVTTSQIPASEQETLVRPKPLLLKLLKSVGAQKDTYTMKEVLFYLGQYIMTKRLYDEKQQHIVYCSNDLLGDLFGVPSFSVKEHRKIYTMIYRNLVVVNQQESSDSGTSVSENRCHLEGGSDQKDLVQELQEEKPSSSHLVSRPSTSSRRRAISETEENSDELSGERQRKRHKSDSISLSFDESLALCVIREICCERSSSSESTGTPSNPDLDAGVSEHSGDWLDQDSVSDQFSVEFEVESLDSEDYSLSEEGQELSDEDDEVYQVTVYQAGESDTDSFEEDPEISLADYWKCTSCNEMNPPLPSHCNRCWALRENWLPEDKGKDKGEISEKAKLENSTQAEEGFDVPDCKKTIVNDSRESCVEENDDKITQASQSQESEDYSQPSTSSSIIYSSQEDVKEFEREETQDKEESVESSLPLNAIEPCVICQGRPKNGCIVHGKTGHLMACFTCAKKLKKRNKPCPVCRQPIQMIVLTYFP
tim10-1 inh: growth inhibitors of tim10-1 mutant yeast. S. cerevisiae tim10-1 ts strain growth, BacTiter-Glo, 24 h. inhibition, % at 20 µM. 2.2% of 330,000 active;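 active means inhibition of at least 40%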;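 further: mutant grown at 25 °C; 0% = DMSO wells with yeast and 100% = wells holding no yeast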
TIM10 inh: inhibits growth of TIM10 yeast strain. S. cerevisiae TIM10 strain growth, BacTiter-Glo luminescence, 24 h. inhibition, % at 10 µM. 1.4% of 330,000 active. AID 463195;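 active means inhibition of 40% or more at the single tested concentration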;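 further: wild-type TIM10 isogenic control strain grown at permissive 25 °C; 0% = DMSO yeast wells and 100% = minimal medium wells without yeast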
Numbers without * were called inactive; . = no result given.

SMILES	NALP3 yeast inh	APJ ag	UPR XBP1 act	tim23-1 inh	NR3A LBD binder	UPR CHOP act	Mdm2 MdmX PPI	tim10-1 inh	TIM10 inh
CCOc1ccccc1N1CCN(C(=O)c2cc3cc(OC)ccc3[nH]2)CC1	8	2	-3	40	-2	0.6	10	37	19
CC(O)CNc1ccc(-c2n[nH]c(=O)c3ccccc23)cc1[N+](=O)[O-] (stereo not given)	18	-4	-5	3	-1	1.4	21	-7	-4
CNC(=O)NC(=O)C(C)OC(=O)CCCSc1nc2ccccc2s1 (stereo not given)	19	-2	-7	21	0	-0.3	27	37	17
COc1ccc(-n2ncc3c(NCCN4CCOCC4)ncnc32)cc1	11	-2	0	-9	-1	3.1	8	8	-9
COc1ccc([C@@H]2[C@@H]3C(=O)N(C(C)(C)C)C(=O)[C@@H]3[C@]3(CC(C)C)C(=O)N(c4cccc(Br)c4)C(=O)N23)cc1	15	-2	-3	0	-3	0.1	7	5	-13
S=c1[nH]c(-c2ccccc2)cn1-c1ccccc1	32	-3	-2	46	1	1.6	-29	36	46*
CCN1C(=O)N[C@@H](c2ccc(Br)cc2)C(C(=O)OC)=C1C	7	-3	-3	-3	0	-2.4	-11	8	-1
Cc1nc(CS(=O)(=O)c2ccccc2)cc(Sc2ccc(Cl)cc2)n1	2	-1	1	17	-8	5.8	-31	32	-5
CC1COC(c2cccn2Cc2ccccc2Cl)=N1 (stereo not given)	-66	-4	-1	-1	2	-1.3	0	17	15
Cc1c(OCC(=O)NCCCN2CCOCC2)ccc2c(-c3ccccc3)cc(=O)oc12	17	-3	-7	-2	-3	0.9	-2	8	0
Cc1c(Cc2ccccc2)c(=O)oc2cc(OCC(=O)N3CCC(C(N)=O)CC3)ccc12	0	-4	-3	-8	-3	-1.2	-10	-3	3
COc1cccc(C2C(C(N)=O)=C(C)Nc3nc(-c4cccc(Cl)c4)nn32)c1 (stereo not given)	1	-5	2	13	-2	2.6	47	-1	0
COC(=O)c1cc(NS(=O)(=O)c2ccc3c(c2)CCC(=O)N3)cc(C(=O)OC)c1	7	-2	0	7	0	-0.7	16	5	3
COC(=O)c1ccc(Oc2c(C)oc3c(CN4CCN(C)CC4)c(O)ccc3c2=O)cc1	5	-4	-2	17	0	1.5	-2	6	-3
CCc1nc2ccccc2c(C(=O)OCC(=O)N(CCOC)c2c(N)n(Cc3ccccc3)c(=O)[nH]c2=O)c1C	18	4	1	-2	-2	1.5	33	18	9
COc1ccc(-n2c(SCC3CNC(=O)O3)nnc2-c2ccc(Cl)cc2)cc1 (stereo not given)	8	0	-2	12	-2	-1.5	18	29	-2
CCOc1ccc(NC(=O)c2cc3n(n2)C(C(F)(F)F)CC(c2ccco2)N3)cc1 (stereo not given)	5	-5	-2	-23	-2	-1.1	24	7	-5
CC1(C(=O)N2CCC(CC3CC(c4ccc(Cl)cc4)=NO3)(C(=O)NCC3CCCCC3)CC2)CC1 (stereo not given)	10	-5	-2	19	1	2.5	1	9	-9
COc1cc(NC(=O)Cn2c(=O)n(CC3CCCO3)c(=O)c3ccccc32)cc(OC)c1 (stereo not given)	-4	1	-2	3	-1	-1.0	29	2	-1
CC(Sc1ncccn1)C(=O)NC1(C#N)CCCCC1 (stereo not given)	4	-1	0	16	0	-1.6	-10	4	2
CCN(C[C@H]1N[C@@](C)(C(=O)OC)[C@H]2C(=O)N(Cc3ccccc3)C(=O)[C@@H]12)C(=O)Nc1ccc(OC)cc1	13	-3	0	11	0	2.9	22	4	3
COc1ccc(C2(C)NC(=O)N(CC(=O)c3ccc4c(c3)OCO4)C2=O)cc1 (stereo not given)	4	-2	-4	11	2	1.5	10	-2	4
COc1ccc(NC(=O)CN(C)C(=O)c2ccc3c(c2)S(=O)(=O)N=C2CCCCCN23)cc1	7	-4	-5	4	10	2.7	-9	1	-7
CC1=CC(C)(C)Nc2ccc(OC(=O)C(Cc3ccccc3)N3C(=O)C4CCCCC4C3=O)cc21 (stereo not given)	10	3	-1	24	0	-1.3	43	26	33
O=C(CC1Nc2ccccc2NC1=O)Nc1ccccc1NC(=O)CC1Nc2ccccc2NC1=O (stereo not given)	7	0	0	10	.	2.6	-23	-11	7
Further records.
SMILES	NALP3 yeast inh	APJ ag	UPR XBP1 act	tim23-1 inh	NR3A LBD binder	UPR CHOP act	Mdm2 MdmX PPI	tim10-1 inh	TIM10 inh
O=C(CN1CSCC1=O)N1CCN(S(=O)(=O)c2cc(C(F)(F)F)ccc2Cl)CC1	20	-5	0	7	3	0.2	4	-4	-6
N#Cc1c(-c2ccc(F)cc2)nc(-c2ccccc2)[nH]c1=O	26	-3	-1	6	-4	-1.5	26	13	16
CC(=O)c1cc(-c2ccccc2)n(CCC(=O)NC2CCCCCC2)c1C	18	-2	-2	16	0	-2.9	37	29	-10
CCOCCCNc1nc(-c2ccccc2)nc2ccccc12	24	3	-3	48	-7	1.4	1	33	9
O=C(OCc1ccccc1)C1=NNC2C(=O)N(Cc3ccccc3)C(=O)C12 (stereo not given)	17	-4	0	12	7	-1.6	12	14	0
CC[C@]12c3[nH]c4ccc(Cl)cc4c3CCN1C(=O)[C@@H](CC(=O)NCc1ccc(OC)c(OC)c1)C[C@@H]2C(=O)N1CCN(C(=O)C2CC2)CC1	.	.	1	32	-1	3.2	13	21	-6
O=C(Cn1c(=O)sc2ccccc21)Nc1ccc(S(=O)(=O)N2CCCCC2)cc1	2	0	1	12	-1	1.4	10	17	9
Cc1ccc(C(=O)ONc2ccc(N=NC(=O)c3ccccc3O)cc2)cc1	8	-10	-1	26	0	-1.0	-10	43*	19
Cc1[nH]c2ccccc2c1C(=O)CSc1nc2ccccc2[nH]1	6	4	-1	0	19*	0.4	-1	-6	5
O=C(Nc1ccc(N2CCOCC2)cc1N1CCOCC1)c1ccc(F)cc1	18	-4	-2	-5	0	-1.9	23	-5	-7
Cn1cccc1/C=C1\CCC/C(=C\c2cccn2C)C1=O	13	-6	7	23	4	8.1	-155	50*	20
c1ccc(CCNc2ncnc3nc[nH]c23)cc1	3	-2	1	-1	1	1.3	22	-15	-2
COc1cccc(-c2cc3nc(-c4ccccc4)cc(N4CCCC(O)C4)n3n2)c1 (stereo not given)	21	-1	1	8	10	1.8	32	38	26
CCc1nnc(NC(=O)CCC(=O)N2CCN(c3ccccn3)CC2)s1	3	-1	-1	20	0	-2.3	6	17	2
COc1ccccc1-n1c(SCC(=O)NC2CCCCC2)nc2c(c1=O)SCC2	5	0	-4	-3	1	-1.3	24	-11	1
CC(C)OC(=O)CSc1nnc2c(n1)[nH]c1ccc(F)cc12	17	-3	2	4	-2	3.9	4	13	7
CC(=O)C1=C(C)NC(=O)NC1c1cccc([N+](=O)[O-])c1O (stereo not given)	12	-4	-1	-9	2	-1.3	-13	17	-1
CC(C)C[C@H](NC(=O)N1CCN(c2ccccc2)CC1)C(=O)O	8	4	-3	-9	-1	-1.2	-1	-2	-1
Cc1cc(C(=O)O)sc1C	17	0	0	17	-2	1.5	-26	-9	-11
CC(C)=N/N=C1/NC(=O)C(Cc2ccccc2)S1 (stereo not given)	9	-2	-4	15	-1	1.7	29	12	-5
S=C(NCc1ccccc1)Nc1ccc2cn[nH]c2c1	-12	-3	1	11	-12	-0.1	19	20	11
c1ccc2c(c1)c1c3n2CCNC3CCC1 (stereo not given)	14	0	0	6	0	-1.3	23	-4	-7
CN(C)S(=O)(=O)Oc1cc(Cl)ccc1C(=O)Nc1ccc(F)cc1F	26	-1	-3	16	0	-1.3	5	16	4
O=C(CC1(CC(=O)N2CCOCC2)CCCC1)Nc1ccccc1	0	-2	0	5	0	-0.4	11	9	13
Cc1noc(C)c1COC(=O)C1CCN(S(=O)(=O)c2c(Cl)cccc2Cl)CC1	7	-7	-4	33	2	0.6	-2	27	15
COc1cc(C(=O)OCC(=O)NCCCc2ccccc2)ccc1OCC(C)C	8	3	-2	1	1	-0.9	12	8	-6
O=[N+]([O-])c1cccc(NNS(=O)(=O)c2ccccc2F)c1	20	0	-7	-79	2	-0.2	8	-15	-14
CCCN(CCC)C1CC(=O)N(Cc2ccccc2)C1=O (stereo not given)	14	-6	-3	34	0	0.0	-17	53*	42*
O=C(O)[C@H](Cc1ccccc1)N1C(=O)c2ccncc2C1=O	11	1	-2	15	1	1.1	-18	10	-3

As a short view, some entries already given.
SMILES	NALP3 yeast inh	APJ ag	UPR XBP1 act	tim23-1 inh	NR3A LBD binder	UPR CHOP act	Mdm2 MdmX PPI	tim10-1 inh	TIM10 inh
c1ccc(CCNc2ncnc3nc[nH]c23)cc1	3	-2	1	-1	1	1.3	22	-15	-2
COc1cccc(-c2cc3nc(-c4ccccc4)cc(N4CCCC(O)C4)n3n2)c1 (stereo not given)	21	-1	1	8	10	1.8	32	38	26
CCc1nnc(NC(=O)CCC(=O)N2CCN(c3ccccn3)CC2)s1	3	-1	-1	20	0	-2.3	6	17	2
COc1ccccc1-n1c(SCC(=O)NC2CCCCC2)nc2c(c1=O)SCC2	5	0	-4	-3	1	-1.3	24	-11	1
CC(C)OC(=O)CSc1nnc2c(n1)[nH]c1ccc(F)cc12	17	-3	2	4	-2	3.9	4	13	7
CC(=O)C1=C(C)NC(=O)NC1c1cccc([N+](=O)[O-])c1O (stereo not given)	12	-4	-1	-9	2	-1.3	-13	17	-1
CC(C)C[C@H](NC(=O)N1CCN(c2ccccc2)CC1)C(=O)O	8	4	-3	-9	-1	-1.2	-1	-2	-1
Cc1cc(C(=O)O)sc1C	17	0	0	17	-2	1.5	-26	-9	-11
CC(C)=N/N=C1/NC(=O)C(Cc2ccccc2)S1 (stereo not given)	9	-2	-4	15	-1	1.7	29	12	-5
S=C(NCc1ccccc1)Nc1ccc2cn[nH]c2c1	-12	-3	1	11	-12	-0.1	19	20	11
c1ccc2c(c1)c1c3n2CCNC3CCC1 (stereo not given)	14	0	0	6	0	-1.3	23	-4	-7
CN(C)S(=O)(=O)Oc1cc(Cl)ccc1C(=O)Nc1ccc(F)cc1F	26	-1	-3	16	0	-1.3	5	16	4
